Compound activity: PubChem, National Center for Advancing Translational Sciences (NCATS)
KAT2A inh: GCN5L2 (KAT2A) acetyltransferase inhibition. Q92830. GCN5L2 HAT assay, ThioGlo1 CoA-SH fluorescence. Potency, µM (series often up to 58.9 µM), inactives show at the highest dose activity change, negative = inhibition, usual class: inhibitors. 0.21% of 390,000 active
Target sequence (Q92830 whole entry, looked up): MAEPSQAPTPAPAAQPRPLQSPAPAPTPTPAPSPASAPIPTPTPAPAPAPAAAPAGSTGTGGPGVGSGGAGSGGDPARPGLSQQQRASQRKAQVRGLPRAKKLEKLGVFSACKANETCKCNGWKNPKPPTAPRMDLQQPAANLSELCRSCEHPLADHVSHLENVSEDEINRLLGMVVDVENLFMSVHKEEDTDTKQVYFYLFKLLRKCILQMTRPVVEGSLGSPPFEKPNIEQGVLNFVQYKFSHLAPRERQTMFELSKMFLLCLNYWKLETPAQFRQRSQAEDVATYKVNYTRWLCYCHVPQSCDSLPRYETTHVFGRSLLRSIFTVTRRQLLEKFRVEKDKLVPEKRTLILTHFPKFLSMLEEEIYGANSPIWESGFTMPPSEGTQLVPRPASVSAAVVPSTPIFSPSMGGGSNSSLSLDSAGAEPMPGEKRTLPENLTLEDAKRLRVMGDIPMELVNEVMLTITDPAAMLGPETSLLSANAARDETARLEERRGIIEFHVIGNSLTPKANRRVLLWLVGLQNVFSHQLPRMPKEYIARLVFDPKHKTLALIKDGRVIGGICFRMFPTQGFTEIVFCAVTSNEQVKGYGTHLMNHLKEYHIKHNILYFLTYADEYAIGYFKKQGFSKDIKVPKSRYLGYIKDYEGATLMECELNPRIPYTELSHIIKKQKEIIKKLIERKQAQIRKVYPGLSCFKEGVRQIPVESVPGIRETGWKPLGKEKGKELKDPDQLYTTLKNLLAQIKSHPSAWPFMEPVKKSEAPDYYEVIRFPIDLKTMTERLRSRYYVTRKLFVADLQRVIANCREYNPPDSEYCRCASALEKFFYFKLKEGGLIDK
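Enzyme at 20nM final was mixed with library compounds for 15 min at room temperature. Peptide H3(1-25) at 75uM, acetyl-CoA at 70uM and ThioGlo1 at 50uM were then added. Plates were read immediately and after 20 min (Ex340nm/Em540nm).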
DT40 TDP1 no CPT: qHTS for Inhibitors of human tyrosyl-DNA phosphodiesterase 1 (TDP1): qHTS in cells in absence of CPT; 15% of 420,000 active; Potency, µM (series often up to 46.2 µM), inactives show top-dose activity change, negative = growth inhibition, usual class: inhibitors; DT40 Tdp1-/- hTDP1 cells, no CPT, ATP luminescence, 48 h; AID 686978, 2013; also: nearly all actives have a fitted effect of over 55% in size
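A cellular qHTS used chicken DT40 cells lacking endogenous Tdp1 but carrying stably transfected human TDP1. Compounds were applied without camptothecin, and cell growth kinetics were judged by ATP-dependent luminescence after ≥48 hr.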
DT40 TDP1 CPT: DT40-hTDP1 cell growth loss with CPT | 12% of 420,000 active | chicken DT40 Tdp1-/-;hTDP1 cells + 20 nM CPT, ATP luminescence, 48 h | AID 686979 | Potency, µM (top dose mostly 46.2 µM), inactives show at the top dose activity change, negative = growth inhibition, usual class: inhibitors; also: nearly all actives have a fitted effect of over 55% in size
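Cell growth measured by CellTiter-Glo luminescence after a minimum 48 h, 37 C compound exposure with 20 nM CPT in Tdp1-knockout DT40 cells stably expressing hTDP1, seeded 400/well; qHTS titration format.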
* = called active by the depositor; ? = inconclusive; · = not tested or not shown; & = joins results of further samples. Calls follow the shape of the dose curve; as a rule, active = well fitted curve in the direction sought with a large enough effect; inconclusive = small, poorly fitted or top-dose-only effect, or another doubt; inactive = no such curve, though single readings can be large; an effect the other way counts as inactive or inconclusive. % is scaled to controls: 0 for no effect and ±100 for the full control effect; potency is read from the fitted curve at half-maximal effect.

SMILES	KAT2A inh	DT40 TDP1 no CPT	DT40 TDP1 CPT
COC(c1ccccc1)c1nnc(CCC(=O)NCCCc2ccccc2)o1 (configuration not stated)	0%	?	?
Cc1cc(F)ccc1NCc1cc2c(cc1[N+](=O)[O-])OCO2	-22%	?	?
Cc1nc(N2CCOCC2)c(C#N)c2c1COC(C)(C)C2	-5%	-7%	-16%
Brc1cccc(-c2nnc(-c3ccccc3)o2)c1	-5%	-3%	-19%
O=C(Nc1ccc(Br)cc1)C1Cc2ccccc2O/C1=N\O (configuration not stated)	-1%	-1%	-18%
COCOCCn1cc(CN2CCS(=O)(=O)N(Cc3ccc(-c4ccc(OC)cc4)cc3)C(C)C2=O)nn1 (configuration not stated)	·	12µM*	21µM*
O=C(NCc1ccccc1Cl)c1cc2ccccc2o1	1%	-2%	-3%
CC(=O)Nc1ccc(Oc2nc(C(F)(F)F)nc3ccccc23)cc1	1%	-13%	1%
CC(CCNC(=O)c1ccccc1)(CCNC(=O)c1ccccc1)[N+](=O)[O-]	·	-1%	-2%
O=C(C(=O)N1CCN(c2ccccc2)CC1)c1ccncc1	·	-15%	4%
CN1CCC(OC(=O)COc2ccc(Br)cc2)CC1	3%	2%	28%
CCCCCCCCCCCCCCCC(=O)C(F)(F)F	-17%	-5%	8%
C=CCN(CC=C)Cc1cc(=O)oc2cc(C)ccc12	·	?	-23%
Cc1cc(C(=O)OCC(=O)Nc2ccccc2C)c(C)o1	3%	3%	1%
Cc1cc(S(=O)(=O)N2CCCCC2CCNC(=O)C(=O)NCCN2CCOCC2)ccc1F (configuration not stated)	·	0%	0%
CC(=O)Nc1nc2ccccc2n1Cc1ccc(C)cc1	-1%	13µM*	?
Cc1[nH]n(-c2ccccc2)c(=O)c1C(c1ccccc1C(=O)O)c1c(C)[nH]n(-c2ccccc2)c1=O	-4%	6%	-19%
Cc1cc(C)c(NC(=O)CN(C2CCCCC2)C2CCCCC2)c(C)c1	-5%	16µM*	23µM*
COC(=O)c1ccc(C)c(-n2c(C)cc(C=O)c2C)c1	-3%	?	-11%
CCC1=NN(C(=O)COc2ccccc2C)C(O)(c2ccncc2)C1 (configuration not stated)	11%	13%	-3%
COc1cccc(CN(C)C(=O)c2cccc(S(=O)(=O)N3CCN(Cc4ccccc4)CC3)c2)c1OC	3%	16µM*	13µM*
CCCN(CC(=O)Nc1ccccc1C)C(=O)C1CC(=O)N(c2ccc(CC)cc2)C1 (configuration not stated)	2%	-5%	-2%
C=CCN1C(=O)/C(=c2\sc3nc(=O)c(Cc4ccccc4)nn3c2=O)c2ccccc21	-9%	-9%	-6%
CC(OC(=O)c1ccc(Cl)nc1)C(=O)Nc1ccc(S(=O)(=O)N2CCCC2)cc1 (configuration not stated)	-15%	-12%	4%
COC(=O)Nc1ccc(SCC(=O)c2ccc(Cl)cc2)cc1	-10%	?	?
SMILES	KAT2A inh	DT40 TDP1 no CPT	DT40 TDP1 CPT
COc1ccc(CNC(=O)c2cc(Nc3ccccc3C)nc3ccccc23)cc1	-12%	?	?
COc1cc(NC(=O)CCCn2c(=S)[nH]c3ccccc3c2=O)cc(OC)c1OC	-5%	?	?
CCOc1ccccc1NC(=O)Cn1c(=O)c2ccccc2n(CC)c1=O	-2%	-23%	?
O=C(Nc1ccc(C(=O)O)cc1)/C(=C\c1ccc2c(c1)OCO2)NC(=O)c1ccccc1Cl	·	10%	10%
CCOc1ccc2nc(SCC(=O)N(CC(C)C)c3c(N)n(Cc4ccccc4)c(=O)[nH]c3=O)[nH]c2c1	-4%	?	-22%
O=C(CCCc1ccccn1)c1ccc(-c2ccccc2)cc1	·	?	?
Cc1ccc(S(=O)(=O)N2CCCC2)cc1S(=O)(=O)N1CCCC1	-4%	-20%	-9%
CN(C(=O)CSc1ncccn1)C1CCS(=O)(=O)C1 (configuration not stated)	·	23%	14%
CC(=O)NC1CC2CCCC(C1)N2CC(=O)N1CCCc2ccccc21 (configuration not stated)	-1%	-5%	13%
C[C@@H]1CN([C@@H](C)CO)C(=O)c2cccc(NS(C)(=O)=O)c2O[C@H]1CN(C)Cc1ccc(Oc2ccccc2)cc1	-4%	?	?
CC(C(=O)NCc1ccccc1)n1c(Cc2cc(F)cc(F)c2)nc2ccccc21 (configuration not stated)	·	?	-109%
CC[C@]12c3[nH]c4ccc(Cl)cc4c3CCN1C(=O)[C@@H](CC(=O)NCc1ccco1)C[C@@H]2C(=O)N1CCN(C(=O)C2CC2)CC1	-1%	?	?
COc1ccc(NC(=S)N(Cc2ccccn2)Cc2ccccc2Cl)cc1	-1%	-1%	10%
Cc1ccc(/C=C2\SC(=S)N(CCC(=O)NNC(=O)c3ccccc3O)C2=O)cc1	-15%	?	?
CN1CCN(NC(=O)c2ccc(Cl)c([N+](=O)[O-])c2)CC1	3%	13%	3%
Cc1ccc(NC(=O)c2sc3nc(-c4ccc(F)cc4)cn3c2C)c(C)c1	-14%	?	-21%
COCCCNC(=O)c1ccc(CS(=O)(=O)Cc2cccc(C)c2)o1	-1%	-7%	13%
Cc1ccc(O)c(-n2nc3ccccc3n2)c1	-1%&0%	-11%&-30%	2%&-7%
O=C(COc1cccc2c1CCN(Cc1ccc(Br)cc1)C2=O)N1CCOCC1	-1%	23µM*	?
CCOC(=O)N1CCN(C(=O)COc2ccc3c(c2)C(=O)CC(C)(C)O3)CC1	-14%	0%	-18%
NS(=O)(=O)c1ccc(CCNC(=O)CSc2nc3ccsc3c(=O)n2CCCCC(=O)O)cc1	-1%	8%	-2%
C[C@H](CO)N1C[C@H](C)[C@@H](CN(C)C(=O)Nc2ccc(C(F)(F)F)cc2)Oc2ccc(NC(=O)C3CCCCC3)cc2C1=O	-12%	?	?
COc1cccc(-c2nnc(NC(=O)CCS(=O)(=O)c3ccc(F)cc3)o2)c1	·	?	?
NC(=O)c1ccsc1NC(=O)c1ccco1	-5%	-9%	13%
Cc1c(Cl)c([N+](=O)[O-])nn1CCCC(=O)O	-10%	-1%	4%

3 compounds from above, limited to KAT2A inh and DT40 TDP1 no CPT:
Structure | KAT2A inh | DT40 TDP1 no CPT
NC(=O)c1ccsc1NC(=O)c1ccco1 | -5% | -9%
COc1cc(NC(=O)CCCn2c(=S)[nH]c3ccccc3c2=O)cc(OC)c1OC | -5% | ?
COc1cccc(-c2nnc(NC(=O)CCS(=O)(=O)c3ccc(F)cc3)o2)c1 | · | ?

Additional entries:
SMILES	KAT2A inh	DT40 TDP1 no CPT	DT40 TDP1 CPT
Cn1nnc2c(NCc3c(F)cccc3F)ncnc21	4%	-24%	4%
O=C(NCc1ccc(F)cc1)c1cnc(Cl)c(Cl)c1	-1%	?	?
C/C(=N\Nc1ccc(C(=O)O)cc1)c1ccc(Br)cc1	-10%	-2%	-22%
Cc1ccc2nc(SCC(=O)c3ccc(O)cc3O)[nH]c2c1	-6%	?	-16%
CCn1cc(C(=O)NCCc2ccc(OC)c(OC)c2)c(=O)c2cc(S(=O)(=O)N3CCOCC3)ccc21	-8%&-5%	18µM*	?
Cn1cnc(S(=O)(=O)N2CCCC(C(=O)Nc3cccc(C#N)c3)C2)c1 (configuration not stated)	29%	-18%	17%
O=C(CCC1N=C2c3ccccc3N=C(SCc3ccc(F)cc3)N2C1=O)N1CCN(c2ccccc2)CC1 (configuration not stated)	-5%	26µM*	?
O=C(COc1ccc(Br)cc1)Nc1ccc(C(=O)Nc2ccccc2C(=O)O)cc1	-2%	0%	-7%
COc1cccc(CN(C)C(=O)c2ccc(NS(=O)(=O)c3ccc4[nH]c(=O)[nH]c4c3)cc2)c1OC	?	7%	5%
Cc1ccc2c(c1)N(CC(=O)N1CCCC(C)C1)C(=O)CO2 (configuration not stated)	-4%	-16%	2%
O=C(CCN1N=C(c2ccccc2)CCC1=O)NC1CCCCC1	·	-5%	-17%
Cc1cc(C)c2c(c1)c(C)cc1nnc(SCc3ccccc3C#N)n12	-12%	?	-7%
COC(=O)c1ccc(CSc2ccc3nnc(-c4cccc(F)c4)n3n2)o1	-11%	7.3µM*	-82%
O=C(CN1C(=O)NC2(CCCCCC2)C1=O)Nc1ccc(OC(F)(F)F)cc1	·	9.2µM*	15µM*
CCOC(=O)N1CCN(C(=O)COC(=O)c2ccc(Cl)nc2)CC1	-4%	-1%	-2%
CNc1cncc(-c2ccc(S(C)(=O)=O)cc2)n1	·	-18%	-22%
O=C(CCCN1C(=O)/C(=C/c2cccs2)SC1=S)NNC(=O)c1ccccc1O	-2%	16µM*	21µM*
CCn1ncc(Br)c1C(=O)Nc1ccn(C23CC4CC(CC(C4)C2)C3)n1	-3%	13µM*	21µM*
CC1=C(C(=O)OCc2ccccc2)C(c2ccc(Br)cc2)NC(=O)N1CCCC(=O)O (configuration not stated)	-23%	?	?
CCOC(=O)C1=C(C)N(C)C(C)=C(C(=O)OCC)C1c1ccc(Cl)cc1	-11%	?	?
CCC(C)c1ccccc1OCCCN(C)Cc1ccccc1 (configuration not stated)	-5%	?	?
COc1ccc(OC)c(/C=N/NC(=O)c2[nH]nc3c2CCc2ccccc2-3)c1	-7%	-20%	-26%
CCOc1ccc(CC(=O)NC2CC(=O)N(c3ccc(C)c(C)c3)C2)cc1 (configuration not stated)	-3%	?	-26%
CC(C)C[C@H]1COc2cc(N3CCC[C@@H]3CO)ccc2S(=O)(=O)N1	·	-15%	-18%
CCN(C[C@H]1N[C@@](CC)(C(=O)OC)[C@H]2C(=O)N(C)C(=O)[C@@H]12)C(=O)c1ccc(C(C)(C)C)cc1	0%	?	10%
SMILES	KAT2A inh	DT40 TDP1 no CPT	DT40 TDP1 CPT
CCN(CC)S(=O)(=O)c1cccc(C(=O)NCCCN2CCOCC2)c1	-2%	-16%	-3%
Cc1ccn2c(CNC(C)CCn3cccn3)c(C(=O)N3CCCCCC3)nc2c1 (configuration not stated)	-3%	-24%	11%
COc1cc(OC)cc(C(=O)NC(C(=O)OCn2nnc3ccccc3c2=O)C(C)C)c1 (configuration not stated)	3%	2%	2%
CC(=O)Nc1nn(C)c2nc3ccc(C)cc3cc12	-22%	?	-13%
COc1ccccc1NS(=O)(=O)c1cc(NC(=O)c2ccco2)ccc1N1CCOCC1	-1%	?	?
CCc1nnc(NC(=O)c2nc(S(=O)(=O)Cc3ccc(C)cc3)ncc2Cl)s1	-1%&-6%	21µM*	16µM*
CCOc1ccc(S(=O)(=O)N(CC(=O)Nc2ccc(OC)c(Cl)c2)c2ccccc2)cc1	-2%	-19%	-19%
CC1CN(c2nc3ccccn3c(=O)c2C=O)CC(C)O1 (configuration not stated)	-3%	18%	-17%
Cc1ccc(NC(=O)CS(=O)Cc2nc(-c3ccc(C)cc3)oc2C)cc1 (configuration not stated)	-5%	21µM*	?
CCc1cc(C(=O)N2CCCC(C(=O)c3ccc(C(F)(F)F)cc3)C2)n(C)n1 (configuration not stated)	-1%	?	?
CCc1ccc(/C=C(/C#N)C(N)=S)s1	-5%	0%	-17%
CCOc1ccc2oc(C(=O)N3CCN(c4ccccn4)CC3)c(C)c2c1	-20%	-27%	-27%
CC(=O)c1cccc(-c2cnc3c(NC=O)cc(-c4cccc(C(=O)N(C)C)c4)cn23)c1	·	?	?
COc1cccc2c1OC1(C)CC2NC(=O)N1 (configuration not stated)	-3%	2%	-12%
CCOC(=O)Cc1csc(NC(=O)COc2ccccc2OCC)n1	-14%	1%	-18%
CCN(CC)C(=S)SC1CCCCN(C(=O)c2ccc(F)cc2)C1=O (configuration not stated)	-7%	-29%	14%
O=C(CN1C(=O)c2ccccc2C1=O)Nc1cccc(O)c1	8%	18%	18%
NCCN1C(=O)S/C(=C\c2ccc3c(c2)OCO3)C1=O	4%	?	-17%
COc1cccc(Cn2cnc3c(NS(=O)(=O)c4cc(Cl)ccc4Cl)c(C)c(C)cc32)c1	-8%	?	?
O=C(Cn1cnc2nc3n(c2c1=O)CCC3)NCc1ccccc1	0%	-10%	5%
CCOc1ccc(S(=O)(=O)NCCC(=O)NCc2ccc(OC)c(OC)c2)cc1	-2%	15%	-20%

Compound profiles, from the list above. Screens in order: KAT2A inh	DT40 TDP1 no CPT	DT40 TDP1 CPT
`COc1cccc2c1OC1(C)CC2NC(=O)N1` (configuration not stated) reads -3%	2%	-12%
`CCc1ccc(/C=C(/C#N)C(N)=S)s1` reads -5%	0%	-17%
`CCc1nnc(NC(=O)c2nc(S(=O)(=O)Cc3ccc(C)cc3)ncc2Cl)s1` reads -1%&-6%	21µM*	16µM*
`CC1CN(c2nc3ccccn3c(=O)c2C=O)CC(C)O1` (configuration not stated) reads -3%	18%	-17%

Individual results from the list.
COc1cccc(Cn2cnc3c(NS(=O)(=O)c4cc(Cl)ccc4Cl)c(C)c(C)cc32)c1 in KAT2A inh: -8%
CCc1cc(C(=O)N2CCCC(C(=O)c3ccc(C(F)(F)F)cc3)C2)n(C)n1 (configuration not stated) in KAT2A inh: -1%
